# IDE cell inh: inhibits human insulin-degrading enzyme in HEK cells. P14735. FAbetaB cleavage, fluorescence polarization. inhibition, % at 5.59 µM. hit rate 0.41% among 320,000. AID 434962;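 active = percent inhibition above the average of all tested compounds plus 3 SD, set per screening campaign, cut at about 16% in these data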;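 also: IDE supplied by intact live HEK cells; FP after avidin binding of uncleaved biotin substrate so inhibition keeps polarization high; 0% = DMSO wells and 100% = 60 µM reference IDE inhibitor Ii1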
# M4 PAM: potentiates acetylcholine response at human M4 receptor | P08173 | CHO-K1 hM4/Gqi5, Fluo-8 calcium fluorescence, ACh EC20; 0% = ACh EC20, 100% = maximal ACh | activation, % at 3 µM | hit rate 0.4% among 360,000;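 active = activation above its plate's cutoff, the mean activation of sample wells plus 3 SD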; also: some results filed as inactive read as strong as hits
# IDE act: boosts human insulin-degrading enzyme activity in HEK cells; P14735; FAbeta-B cleavage, fluorescence polarization; 0% vehicle, 100% cell-free pure enzyme wells; activation, % at 5.96 µM; hit rate 0.073% among 340,000;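 active = activation above the mean of all tested compounds plus 3 SD, set per screening campaign, cut at about 17% in these data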
# PHOSPHO1 block: PHOSPHO1 (human) inhibition | Q8TCT1 | recombinant PHOSPHO1, absorbance phosphatase assay | inhibition, % at 13.3 µM | hit rate 1.1% among 290,000 | AID 1565; in the data active = inhibition above about 60%
# Target sequence (Q8TCT1 whole entry, looked up): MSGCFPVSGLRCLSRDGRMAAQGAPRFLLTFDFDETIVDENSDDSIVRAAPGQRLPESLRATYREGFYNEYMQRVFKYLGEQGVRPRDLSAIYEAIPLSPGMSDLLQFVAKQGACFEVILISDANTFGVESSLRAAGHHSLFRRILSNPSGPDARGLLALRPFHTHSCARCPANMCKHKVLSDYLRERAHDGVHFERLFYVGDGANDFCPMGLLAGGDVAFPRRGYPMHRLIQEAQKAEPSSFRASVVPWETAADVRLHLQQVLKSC
# MEKK3 PB1 HTS: MEKK3-MEK5 PB1 interaction, increase or decrease | binding response (% of control), % at 10 µM | hit rate 1.4% among 290,000 | Q99759 | bead-based flow cytometry, Alexa488-MEK5 binding to MEKK3; actives lie on both sides; 0 = blocked by unlabeled MEK5, 100 = vehicle;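 active = binding response more than 3 SD above or below the average of its plate-row segment, actives on both sides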;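 also: Alexa488 bead fluorescence after subtracting the streptavidin-only scavenger bead signal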
# Target sequence (Q99759 whole entry, looked up): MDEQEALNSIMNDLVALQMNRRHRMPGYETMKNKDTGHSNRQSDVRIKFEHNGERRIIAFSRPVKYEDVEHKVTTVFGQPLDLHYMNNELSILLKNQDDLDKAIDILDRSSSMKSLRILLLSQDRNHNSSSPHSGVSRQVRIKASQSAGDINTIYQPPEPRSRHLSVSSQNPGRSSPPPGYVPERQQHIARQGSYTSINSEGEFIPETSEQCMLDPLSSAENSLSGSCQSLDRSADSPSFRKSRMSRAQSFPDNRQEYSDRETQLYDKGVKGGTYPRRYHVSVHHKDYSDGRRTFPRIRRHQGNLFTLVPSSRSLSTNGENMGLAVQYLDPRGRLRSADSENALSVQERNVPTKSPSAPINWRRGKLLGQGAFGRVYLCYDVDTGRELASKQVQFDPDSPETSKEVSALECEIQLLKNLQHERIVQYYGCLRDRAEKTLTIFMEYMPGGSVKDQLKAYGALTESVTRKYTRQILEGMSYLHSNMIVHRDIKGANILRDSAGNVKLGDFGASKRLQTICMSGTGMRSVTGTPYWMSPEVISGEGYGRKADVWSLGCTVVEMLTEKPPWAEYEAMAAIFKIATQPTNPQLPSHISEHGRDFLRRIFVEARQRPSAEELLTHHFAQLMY
# CRFR2-BP antag: blocks CRF-induced signaling of the CRF-BP/CRF-R2 complex; HEK293 CRF-R2/CRF-BP, CRF-induced calcium fluorescence; inhibition, % at 11.8 µM; hit rate 0.59% among 350,000;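 active = inhibition of the ligand-induced calcium signal above about 50% at the single tested concentration, limit read from the data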
# pCIP destab: p/CIP protein destabilization; Q05BA5; F442A p/CIP-EGFP cells, EGFP fluorescence, 16 h; decrease of EGFP signal, % at 10 µM; hit rate 0.01% among 290,000; AID 1984;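 active = EGFP signal decrease of at least 30% at 10 µM or well 3 SD below plate mean, unless failing retest; inactive = the rest, including hits failing retest or dose response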; also: some compounds called inactive have numbers as strong as hits; many of its hits are not listed in these tables
# GalR3 antag: blocks the human galanin receptor 3. O60755. HEK293 GalR3-CNG cAMP membrane potential fluorescence; galR3 body fused to GalR1 C-terminus. inhibition, % at 3 µM. hit rate 0.44% among 360,000;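 active = inhibition above the screen-wide average plus 3 SD, cut at about 13% in these data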;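 also: forskolin and galanin both at EC90 stimulate the cells; cAMP rise reported by CNG channel membrane potential dye signal; 0% = forskolin plus galanin with DMSO and 100% = forskolin alone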
# CRFR2-BP ag: agonists of human CRF-binding protein/CRF-R2 receptor complex | HEK293 CRF-R2/CRF-BP, calcium dye fluorescence (FLIPR); percent of saturating CRF peptide response | activation, % at 13.2 µM | hit rate 0.46% among 350,000;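 active = activation of at least 50%, plus an integration ratio under a set limit after plate pattern correction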;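 also: plate controls were neutral control wells without compound for no effect and CRF at EC100 for full effect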
# The depositor's hits bear a star; x = no result given.
no.	SMILES	CRFR2-BP antag	GalR3 antag	pCIP destab	IDE cell inh	CRFR2-BP ag	PHOSPHO1 block	IDE act	MEKK3 PB1 HTS	M4 PAM
1	N#Cc1cccc(Oc2ccc(S(=O)(=O)N3CCCC3)cn2)c1	21	-1	x	x	-1.0	x	6	x	17
2	COc1ccc(CCNC(=O)Cn2nc(C)c3c(C)n(-c4ccccc4)nc3c2=O)c(OC)c1	3	3	-2	1	-1.8	34	3	98	3
3	Cc1noc(C)c1NC(=O)N(C)C[C@H]1Oc2c(NC(=O)c3ccncc3)cccc2C(=O)N([C@H](C)CO)C[C@@H]1C	-3	0	x	1	0.5	x	5	x	17
4	CCc1nc2ccc(C(=O)N3CCN(c4ccc(Cl)cc4)CC3)cc2nc1CC	10	-1	3	4	-1.1	44	-4	96	-1
5	COc1ccc(OC)c(Nc2nc3nonc3nc2N2CCCC(C)C2)c1 (stereo unspecified)	-1	-3	-3	2	2.3	-18	6	105	4
6	CC(O)CSc1nc2c(c(=O)[nH]c(=O)n2C)n1Cc1ccccc1Cl (stereo unspecified)	-6	-9	0	x	0.2	-1	6	99	-1
7	CC(=O)Oc1ccc(OC(C)=O)c2c1CC(C)=C(C)C2	-7	-6	0	11	2.4	10	3	106	2
8	CCOc1ccc(S(=O)(=O)NCc2cccs2)cc1	-28	-8	-12	0	28	-14	-8	90	5
9	Cc1c(OCC(=O)NCC(O)c2ccccc2)ccc2c(-c3ccccc3)cc(=O)oc12 (stereo unspecified)	-2	-3	6	0	1.2	13	3	105	1
10	CN1CCN(C2=NC(=O)/C(=C/c3ccccc3OS(=O)(=O)c3ccccc3)S2)CC1	2	-6	1	1	0.0	12	2	100	-5

# A draw from above in order of SMILES length, falling:
no.	SMILES	CRFR2-BP antag	GalR3 antag	pCIP destab	IDE cell inh	CRFR2-BP ag	PHOSPHO1 block	IDE act	MEKK3 PB1 HTS	M4 PAM
2	COc1ccc(CCNC(=O)Cn2nc(C)c3c(C)n(-c4ccccc4)nc3c2=O)c(OC)c1	3	3	-2	1	-1.8	34	3	98	3
10	CN1CCN(C2=NC(=O)/C(=C/c3ccccc3OS(=O)(=O)c3ccccc3)S2)CC1	2	-6	1	1	0.0	12	2	100	-5
4	CCc1nc2ccc(C(=O)N3CCN(c4ccc(Cl)cc4)CC3)cc2nc1CC	10	-1	3	4	-1.1	44	-4	96	-1
6	CC(O)CSc1nc2c(c(=O)[nH]c(=O)n2C)n1Cc1ccccc1Cl (stereo unspecified)	-6	-9	0	x	0.2	-1	6	99	-1
5	COc1ccc(OC)c(Nc2nc3nonc3nc2N2CCCC(C)C2)c1 (stereo unspecified)	-1	-3	-3	2	2.3	-18	6	105	4
1	N#Cc1cccc(Oc2ccc(S(=O)(=O)N3CCCC3)cn2)c1	21	-1	x	x	-1.0	x	6	x	17
8	CCOc1ccc(S(=O)(=O)NCc2cccs2)cc1	-28	-8	-12	0	28	-14	-8	90	5

# New compounds follow:
no.	SMILES	CRFR2-BP antag	GalR3 antag	pCIP destab	IDE cell inh	CRFR2-BP ag	PHOSPHO1 block	IDE act	MEKK3 PB1 HTS	M4 PAM
11	CCOC(=O)c1sc(NC(=O)CSc2nc(O)c(Cc3ccccc3)c(=O)[nH]2)nc1C	2	-1	-2	-1	-1.3	-11	6	101	-10
12	CC1=C([N+](=O)[O-])C(c2ccc(Cl)cc2)NC(=O)N1 (stereo unspecified)	6	-8	-16	6	0.7	-12	0	104	5
13	COc1ccc2nc(C)cc(SCC(=O)N/N=C/c3ccco3)c2c1	-5	-4	-16	5	0.2	30	-4	100	3
14	Cc1cccc(-c2noc(-c3c(C)noc3C)n2)c1	24	3	-5	0	-1.1	27	x	102	-5
15	Cn1c2ccccc2c2cnn(CC(=O)Nc3ccc(Cl)cc3)c(=O)c21	1	6	-3	1	0.6	27	8	105	-6
16	Cc1nnc(Sc2nc3ccccc3o2)c2ccccc12	3	3	-2	-1	-2.1	-8	6	103	1
17	O/N=C/c1cn(-c2ccccc2)nn1	9	-4	-4	4	5.6	49	-2	112	15
18	COCCN(C(=O)CCC(=O)Nc1cc(C)on1)C(C(=O)NC1CCCC1)c1ccccc1C (stereo unspecified)	8	-3	-10	0	-1.4	26	-1	94	8
19	CCOc1ccccc1CNc1nc2ccccc2n1C	9	-11	1	2	-1.6	13	0	101	-5
20	O=C(Nc1sc2c(c1-c1nc3ccccc3[nH]1)CCCC2)C1CC1	6	-11	-5	3	-0.5	44	2	110	-4
21	O=S(=O)(c1ccc(Cl)cc1)N1CCCC1c1nc(-c2cccc(Cl)c2)no1 (stereo unspecified)	-2	-3	1	0	3.4	18	0	105	9
22	COC(=O)COc1ccc(S(=O)(=O)NCc2ccco2)cc1Cl	8	7	-10	7	-0.8	-2	5	104	4
23	COc1ccc(-c2csc(NC3OC(=O)c4ccccc43)n2)cc1 (stereo unspecified)	-20	-1	-9	3	-2.3	2	5	93	2
24	N#Cc1c(N)sc2c1CCCCCC2	0	-2	-211	2	0.7	80*	-9	99	4
25	Cc1ccc(C(=O)OCC(=O)N2CCC(C)CC2)cc1S(=O)(=O)N1CCOCC1	14	0	x	x	-1.6	x	x	x	-2
26	CC(SC(=S)N(C)Cc1cccs1)C(=O)O (stereo unspecified)	-1	-7	3	3	-1.5	10	2	109	-7
27	CCC(C)Nc1nc2c(c(=O)n(C)c(=O)n2C)n1C (stereo unspecified)	-1	-6	-6	4	-0.5	23	4	98	0
28	COc1cc(C2CC(=O)C=C(O)C2)cc(OC)c1OC (stereo unspecified)	12	-3	-2	1	0.2	28	4	100	-3
29	CN(C)c1ccc(-c2nn3c(-c4ccc(Cl)cc4)nnc3s2)cc1	-29	-3	3	x	-0.6	25	7	103	6
30	O=C(NC1CCS(=O)(=O)C1)C1CCCCN1S(=O)(=O)c1ccc(Cl)cc1 (stereo unspecified)	2	-3	3	1	4.5	10	6	98	2

# 2 compounds drawn at random from the list so far, as already listed:
no.	SMILES	CRFR2-BP antag	GalR3 antag	pCIP destab	IDE cell inh	CRFR2-BP ag	PHOSPHO1 block	IDE act	MEKK3 PB1 HTS	M4 PAM
26	CC(SC(=S)N(C)Cc1cccs1)C(=O)O (stereo unspecified)	-1	-7	3	3	-1.5	10	2	109	-7
29	CN(C)c1ccc(-c2nn3c(-c4ccc(Cl)cc4)nnc3s2)cc1	-29	-3	3	x	-0.6	25	7	103	6

# Continued:
no.	SMILES	CRFR2-BP antag	GalR3 antag	pCIP destab	IDE cell inh	CRFR2-BP ag	PHOSPHO1 block	IDE act	MEKK3 PB1 HTS	M4 PAM
31	COc1ccc(NC(=O)CC2C(=O)N(c3ccc(OC)cc3)C(=O)N2Cc2ccc(OC)c(OC)c2)cc1 (stereo unspecified)	6	6	6	3	-0.4	30	-1	67	6
32	O=C(OCC(O)CN1CCCCC1)C12CC3CC(CC(C3)C1)C2 (stereo unspecified)	-11	-10	-7	0	-1.6	-22	-1	101	0
33	Cc1ccc(NCCC(=O)c2ccc(Cl)cc2)cc1C	0	-4	12	6	4.0	-6	11	108	1
34	O=[N+]([O-])c1cccc(CSc2nnc(Cc3ccccc3)n2-c2ccc(F)cc2)c1	33	-4	9	-3	-2.5	-12	3	104	0
35	CCCNC(=O)OC[C@H]1O[C@H](CCO/N=C/C[C@@H]2C=C[C@H](OC(C)=O)[C@@H](COC(C)=O)O2)C=C[C@@H]1Oc1ccc(OC)cc1	x	x	-6	2	x	1	x	98	x
36	CC(C)(CNC(=O)CC1C(=O)NCCN1Cc1cccc(F)c1F)N1CCOCC1 (stereo unspecified)	-3	4	1	0	0.0	43	4	103	2
37	COc1ccc(C2C(C(C)=O)=C(O)C(=O)N2c2ccccn2)cc1 (stereo unspecified)	10	-10	6	2	-0.1	5	1	103	-3
38	Cc1ccc(NC(=O)COc2ccccc2)cc1Cl	2	x	7	6	-0.7	30	6	108	-4
39	Cc1sc(NC(=O)C2C3CCC(O3)C2C(=O)O)c(C(=O)OC(C)C)c1-c1ccc(Cl)cc1 (stereo unspecified)	-46	-1	-9	7	8.2	29	1	106	0
40	O=C(O)c1ccc(Nc2nc(-c3cccnc3)nc3ccccc23)cc1	x	x	7	3	x	-16	x	102	x

# Shown as a hit in PHOSPHO1 block, of those listed so far:
no.	SMILES	CRFR2-BP antag	GalR3 antag	pCIP destab	IDE cell inh	CRFR2-BP ag	PHOSPHO1 block	IDE act	MEKK3 PB1 HTS	M4 PAM
24	N#Cc1c(N)sc2c1CCCCCC2	0	-2	-211	2	0.7	80*	-9	99	4

# More entries:
no.	SMILES	CRFR2-BP antag	GalR3 antag	pCIP destab	IDE cell inh	CRFR2-BP ag	PHOSPHO1 block	IDE act	MEKK3 PB1 HTS	M4 PAM
41	Cc1ccsc1C(=O)Nc1ccc(F)c([N+](=O)[O-])c1	22	2	-19	-9	-1.1	0	-1	81	-4
42	Cc1c(C(=O)NCc2ccc3c(c2)OCO3)oc2ccc(S(=O)(=O)N3CCCCCC3)cc12	0	-1	-15	6	0.2	-13	1	112	-4
43	COc1ccc(S(=O)(=O)N(C)C[C@H]2Oc3c(NC(=O)NC(C)C)cccc3C(=O)N([C@H](C)CO)C[C@@H]2C)cc1	0	4	x	3	4.7	x	-4	x	8
44	C[C@@H]1CN([C@H](C)CO)C(=O)CCCn2cc(nn2)CO[C@H]1CN(C)C(=O)Nc1ccnc(N2CCOCC2)c1	11	-5	x	x	-1.3	x	x	x	3
45	O=c1ccc2cc([N+](=O)[O-])c(CCO)cc2o1	3	-3	-9	2	-0.7	-2	2	104	-1
46	Cc1ccc(S(=O)(=O)N2CCN=C2SCc2ccc(Cl)c(Cl)c2)cc1	25	-1	2	2	-0.8	-2	2	100	5
47	Cc1ccc(CNC(=O)CCCC(=O)c2ccccc2)cc1	0	-11	-8	-1	-3.5	11	3	108	-6
48	Cc1ccc(C2=Nc3ccccc3N=C(c3ccco3)C2)c(O)c1	-1	2	-12	5	-0.2	16	-1	88	8
49	CN(C(=O)COC(=O)CCCN1C(=O)c2cccc3cccc(c23)C1=O)C1CCS(=O)(=O)C1 (stereo unspecified)	-9	-4	x	0	1.1	x	5	x	-3
50	O=C(O)c1c[nH]c2nccnc12	-27	-5	x	x	-0.7	x	x	x	4
51	CCN(CC)CCCNc1cc(C)nc2cc(-c3cccs3)nn12	13	-8	0	1	-0.1	-12	4	109	1
52	Cc1onc(-c2c(Cl)cccc2Cl)c1C(=O)N=C(N)N1CC(C)OC(C)C1 (stereo unspecified)	-2	-2	-3	1	-0.6	16	3	103	-9
53	O=C(NCC(c1ccco1)N1CCN(c2ccc(F)cc2)CC1)c1cccs1 (stereo unspecified)	1	0	x	-3	-0.6	x	2	x	2
54	COc1cc(NC(=O)c2cccc(NC3=NC4CS(=O)(=O)CC4S3)c2)cc(OC)c1OC (stereo unspecified)	-15	x	-10	3	5.3	23	0	104	-9
55	c1ccc(OCc2nn3c(-c4cccnc4)nnc3s2)cc1	1	-2	0	-2	-2.5	29	-8	105	-1
56	CCOc1ccc(S(=O)(=O)Nc2ccc(C(=O)N/N=C/c3c(C)nn(-c4ccccc4)c3N3CCCC3)cc2)cc1	0	-3	-1	-2	0.1	5	2	103	-5
57	CCOc1ccc(CSC(=N)N)cc1[N+](=O)[O-]	-5	-5	-1	2	-0.4	-2	1	x	-4
58	CCCCCC(=O)Nc1ccc(-c2csc(C)n2)cc1	-11	4	6	1	0.2	4	0	98	-5
59	O=C(NCc1ccco1)c1ccc(C(F)(F)F)cc1	16	-4	-2	4	-0.5	29	x	122	-8
60	COc1ccc(CCNc2nc(-c3ccccn3)cs2)cc1OC	-8	2	-15	5	-0.5	27	0	119	-14

# Screening data deposited in PubChem by several laboratories.
